Bioassay records (PubChem)
A350 autofl = compounds fluorescent in Alexa 350 spectral region | hit rate 11% among 59,000 | AID 590 | Compound autofluorescence, 340/450 nm, Alexa 350 dye-equivalents; active compounds read high | max dye-equivalent concentration, M; in the data active means max dye-equivalent concentration above about 10 nM; inconclusive means mostly about 1.1 nM to 9.6 nM
ERK AVP inh = vasopressin-driven ERK pathway inhibition | HEK293-V1b, vasopressin-stimulated pERK AlphaScreen | Potency, µM (top dose mostly 57.5 µM), for the others: at the highest dose activity, negative = inhibition, usual class: inhibitors | hit rate 0.99% among 72,000 | AID 995; further: potency means the concentration at half of the fitted maximal effect; on the % scale 0 is the no-effect control and ±100 the full control effect; nearly all actives have a fitted effect of over 55% in size
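Overnight-seeded V1b-HEK293 cells in 1% FBS got compound, then vasopressin (25 nM final, 5 min, 37C), then lysis buffer. AlphaScreen detection of phospho-ERK; activity normalized to basal and full-stimulation controls.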
Fluorescein fluor = compound fluoresces in the fluorescein spectral region. AID 593. max fluorescein-equivalent concentration, M. Compound autofluorescence, 480/540 nm, fluorescein-equivalent; active compounds read high. hit rate 0.91% among 59,000; in the data active means max fluorescein-equivalent concentration above about 10 nM; inconclusive means between about 1.1 nM and that limit
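Fluorescein stocks ranging 3 mM down to 300 nM, plus DMSO blanks, were pinned alongside compounds to build a per-plate standard curve. Buffer: 100 mM Tris, pH 8.0. Incubation 15 min, room temperature; filters 480/540 nm.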
TexasRed autofl = compounds fluorescent in Texas Red spectral region. Compound fluorescence, Texas Red channel, 547/618 nm; active compounds read high. AID 587. hit rate 0.06% among 59,000. max dye-equivalent concentration, M; in the data active means max dye-equivalent concentration above about 10 nM; inconclusive means between about 1.1 nM and that limit
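Dye-equivalent concentrations come from scaling compound signal (ex 547, em 618 nm) to six Texas Red standard concentrations run on every plate, after 15 min room-temperature incubation in pH 8.0 Tris (100 mM).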
Caspase-7 inhib = allosteric or competitive inhibitors of human caspase-7. recombinant caspase-7, Ac-DEVD-AFC fluorescence rate. Potency, µM (series often up to 57.5 µM), for inactives: at the top dose activity change, negative = inhibition, usual class: inhibitors. hit rate 0.02% among 75,000. AID 889; active means well fitted inhibition curve with a large enough effect in the main read-out, with a control signal flat, not every such curve was filed as active; inconclusive means small, poorly fitted or top-dose-only effect, or a change in a side signal; further: potency means the concentration at half of the fitted maximal effect; % of control where 0% means no effect
4-MU autofl = 4-MU region autofluorescence. compound autofluorescence, 340/450 nm, 4-MU equivalents; active compounds read high. max dye-equivalent concentration, M. hit rate 11% among 59,000. AID 589; in the data active means max dye-equivalent concentration above about 10 nM; inconclusive means mostly about 1.1 nM to 9.6 nM
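Intrinsic fluorescence at 340/450 nm (ex/em) was read after 15 min at room temperature in pH 8.0, 100 mM Tris. Each compound concentration expressed as 4-MU-equivalent concentration from a six-point 4-MU standard series on each plate.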
Tau fil binding = tau filament binding; P10636; recombinant tau filaments, thioflavin S fluorescence, 15 h; filaments grown with octadecylsulfate alongside compound; Potency, µM (titrated, usually from 57.1 µM), for the others: at the top dose activity change, negative = inhibition; hit rate 2% among 71,000;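 further: potency means the concentration at half of the fitted maximal effect; on the % scale 0 is the no-effect control and ±100 the full control effect; actives lower thioflavin S fluorescence by blocking filaments or displacing dye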
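Tau 2 uM in ThS buffer dispensed; compound added; 60 uM ODS added (finals 1 uM tau, 30 uM ODS); 15 h 37 C; fluor ex450/em510.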
Rhodamine fluor = rhodamine region autofluorescence; Rhodamine-region fluorescence, 547/598 nm, Tris buffer; active compounds read high; max dye-equivalent concentration, M; hit rate 0.05% among 59,000; AID 594; in the data active means max dye-equivalent concentration above about 11 nM; inconclusive means between about 1.1 nM and that limit
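Intrinsic compound fluorescence, ex 547 / em 598 nm, CCD imager. Tris 100 mM pH 8.0; 15 min RT. Output = rhodamine dye-equivalent concentration at each compound concentration.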
Caspase-1 inhib = blocks human caspase-1 allosterically or competitively | P29466 | hit rate 0.03% among 75,000 | AID 900 | Caspase-1 enzyme, Ac-WEHD-AFC fluorogenic rate | Potency, µM (titrated, usually from 57.5 µM), for inactives: at the top dose activity change, negative = inhibition, actives largely listed as inhibitors;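 further: potency means the concentration at half of the fitted maximal effect; plate controls were vehicle for no effect and no substrate for full effect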
Target sequence (P29466 120-297 limits assumed): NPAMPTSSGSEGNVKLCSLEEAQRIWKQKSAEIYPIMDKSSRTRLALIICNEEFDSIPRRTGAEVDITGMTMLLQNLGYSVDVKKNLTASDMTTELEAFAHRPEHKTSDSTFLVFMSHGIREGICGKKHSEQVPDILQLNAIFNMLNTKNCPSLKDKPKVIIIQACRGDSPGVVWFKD
Target sequence (P29466 317-404 limits assumed): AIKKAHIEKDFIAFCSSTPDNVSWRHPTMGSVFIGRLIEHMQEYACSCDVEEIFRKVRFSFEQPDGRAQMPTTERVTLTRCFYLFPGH
HEK293 cAMP ctrl = counter-screen for TSHR agonists: cAMP increase in parental HEK293. parental HEK293 CNG cAMP sensor, membrane potential fluorescence. Potency, µM (highest dose often 57.1 µM), for the others: top-dose activation, hits mostly activators. hit rate 2.5% among 73,000. AID 938; further: potency means the concentration at half of the fitted maximal effect; % of control where 0% means no effect; nearly all actives have a fitted effect of over 55% in size
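Counterscreen for endogenous-receptor signalling: CNG-channel HEK 293 cells report cAMP rise by membrane depolarization. After 60 min dye equilibration with 100 uM RO 20-1724, compounds incubated 30 min before bottom-read fluorescence at 590 nm.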
FLuc inh = blocks Photinus pyralis firefly luciferase activity. hit rate 2.2% among 72,000. P08659. Potency, µM (highest dose often 57.1 µM), inactives show at the top dose activity change, negative = inhibition, most hits filed as inhibitors. purified firefly luciferase, luminescence, 8 min. AID 411; further: potency means the concentration at half of the fitted maximal effect; on the % scale 0 is the no-effect control and ±100 the full control effect; nearly all actives have a fitted effect of over 40% in size
Target sequence (P08659 whole entry, looked up): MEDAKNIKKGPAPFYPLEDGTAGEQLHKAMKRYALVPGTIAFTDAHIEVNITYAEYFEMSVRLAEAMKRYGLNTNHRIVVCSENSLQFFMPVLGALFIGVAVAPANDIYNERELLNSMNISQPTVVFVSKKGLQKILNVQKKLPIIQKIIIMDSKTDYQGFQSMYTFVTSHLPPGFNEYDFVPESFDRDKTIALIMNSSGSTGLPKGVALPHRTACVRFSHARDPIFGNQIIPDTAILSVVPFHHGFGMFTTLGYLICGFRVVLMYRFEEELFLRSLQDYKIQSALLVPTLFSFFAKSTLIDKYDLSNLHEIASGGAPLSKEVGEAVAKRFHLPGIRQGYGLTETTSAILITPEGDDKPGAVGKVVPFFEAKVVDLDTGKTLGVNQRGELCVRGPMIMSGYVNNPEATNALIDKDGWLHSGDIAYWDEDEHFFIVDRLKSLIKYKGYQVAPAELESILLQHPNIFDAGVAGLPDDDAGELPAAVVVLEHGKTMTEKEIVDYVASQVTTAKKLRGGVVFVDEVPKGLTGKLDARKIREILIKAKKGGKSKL
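Luminescence read-out after 8 min at room temperature; enzyme reaction used luciferin plus 10 uM ATP (linear range) in imidazole buffer pH 7.2 with KCl, MgCl2, Tween 20 and BSA. Each sample was run as a titration.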
* hit, by the source's call; i = inactive; ? = inconclusive; nt = no result given; [ ] = another dose, or the depositor's remark. Unless noted, the call rests on the fitted dose curve; in most records, active means well fitted curve in the direction sought with a large enough effect; inconclusive means small, poorly fitted or top-dose-only effect, or another doubt; inactive means no such curve, though single readings can be large; an effect the other way counts as inactive or inconclusive. Some of the compounds tested, so the mix of outcomes need not match the whole.

canonical_smiles,HEK293 cAMP ctrl,ERK AVP inh,A350 autofl,TexasRed autofl,FLuc inh,Fluorescein fluor,4-MU autofl,Rhodamine fluor,Caspase-7 inhib,Tau fil binding,Caspase-1 inhib
Cc1cccc(NC(=O)c2cc(-c3ccco3)nc3ccccc23)n1,25.1µM*,-11.6%,2.15e-07M*,i,-5.0%,?,2.19e-07M*,i,-7.2%,62.8%,-10.3%
O=C(O)C1CCCCC1C(=O)Nc1ccccc1Nc1ccccc1 (stereo not given),10.8%,-9.9%,nt,nt,-6.7%,nt,nt,nt,-0.3%,?,-2.5%
O=C(O)C1Sc2[nH]c(=O)sc2C2c3cc(Cl)ccc3OC(=O)C12 (stereo not given),7.4%,-24.7%,?,i,0.9%,i,i,i,-5.1%,-8.6%,-8.1%
COC(=O)CCC(NC(=O)OCc1ccccc1)C(=O)NC(CC(C)C)C(=O)OC (stereo not given),1.2%,4.8%,1.73e-08M*,i,0.5%,i,1.82e-08M*,i,-0.9%,-50.0%,-1.4%
O=C1CCCN1c1ccc(S(=O)(=O)N2CCN(c3ccccn3)CC2)cc1,0.8%,9.9%,i,?,-1.9%,i,i,i,-1.0%,3.0%,-5.7%
COc1ccc(N(CC(=O)Nc2cccc(OC)c2)S(=O)(=O)c2c(C)nn(C)c2C)cc1,12.6%,10.6%,i,i,0.3%,i,i,i,0.0%,18.4%,-2.3%
C=CCN(C(=O)CCC(=O)Nc1cc(C)on1)C(C(=O)NC(C)(C)C)c1cccc(OC)c1OC (stereo not given),-7.4%,-0.1%,?,i,-1.2%,?,?,i,-1.6%,-5.0%,1.5%
Cn1ncc2c(Nc3ccc4ccccc4c3)ncnc21,-16.2%,?,i,i,-28.1%,i,i,i,1.8%,14.1%,1.1%
O=C(Cc1cccs1)NCc1ccc2c(c1)OCO2,1.7%,-26.9%,i,i,-3.5%,i,i,i,-2.4%,1.8%,-1.4%
O=C(CSc1ccc2nnc(-c3ccccn3)n2n1)Nc1ccc2c(c1)OCO2,2.6%,nt,nt,nt,-2.8%,nt,nt,nt,0.7%,-23.6%,-0.3%
CCNC(=O)CP(=O)(c1ccccc1)c1ccccc1,5.3%[11.4 µM],-6.5%,nt,nt,-0.3%,nt,nt,nt,0.8%,-2.4%[11.4 µM],0.9%
CC1CCCCN1CCn1cnc2c([nH]c3ccccc32)c1=O (stereo not given),1.5%,6.4%,nt,nt,-2.7%,nt,nt,nt,-1.3%,-3.6%,-1.8%
CCCCCn1c(C(C)NC(=O)CCC)nc2ccccc21 (stereo not given),14.6%,nt,nt,nt,2.3%,nt,nt,nt,1.0%,0.0%,-0.7%
COc1ccc2c(c1)CCC1[C@@H]2CCC2(C)[C@@H](NCCCCCCN3C(=O)C=CC3=O)CC[C@@H]12 (stereo not given in full),-0.5%,6.8%,nt,nt,-2.7%,nt,nt,nt,1.1%,?,1.8%
COc1cc2nc(CN3C(=O)c4ccccc4C3=O)oc(=O)c2cc1OC,4.3%,-25.3%,nt,nt,0.5%,nt,nt,nt,0.7%,1.5%,-0.3%

(list continues)
canonical_smiles,HEK293 cAMP ctrl,ERK AVP inh,A350 autofl,TexasRed autofl,FLuc inh,Fluorescein fluor,4-MU autofl,Rhodamine fluor,Caspase-7 inhib,Tau fil binding,Caspase-1 inhib
COc1ccc(NS(=O)(=O)c2ccc(NC(C)=O)cc2)cc1OC,23.8%,?,nt,nt,-4.8%,nt,nt,nt,-0.3%,-6.3%,-1.4%
O=C(NCc1cccnc1)C1CC(=O)N(c2ccc(F)cc2)C1 (stereo not given),8.6%,-19.4%,nt,nt,0.9%,nt,nt,nt,1.3%,3.1%,-1.9%
CCC(=O)N1CCc2cc(S(=O)(=O)CCC(=O)NCCC3=CCCCC3)ccc21,8.3%,10.7%,i,?,2.6%,i,i,i,0.8%,12.6%,1.2%
CCn1c(=O)cc(OCC(=O)NCCC(C)C)c2ccccc21,22.6%,-9.2%,nt,nt,0.6%,nt,nt,nt,-0.1%,7.2%,-1.2%
Cc1cc(C)nc(N(C#N)CC(=O)N(c2ccccc2)C(C)C)n1,nt,nt,i,i,0.0%[25.5 µM],?,i,i,nt,nt,nt
Cc1nc(NC2=NCN(CC3CCCO3)CN2)nc2ccccc12 (stereo not given),2.3%,-13.8%,?,?,0.8%,i,?,i,0.7%,-7.5%,0.5%
Cc1cc(C)n2c(SC/C(O)=C(\C#N)c3nc4ccccc4[nH]3)nnc2n1,-2.1%,17.2%,i,i,-1.7%,i,i,i,-25.6%,10µM*,-9.1%
O=C(NCc1ccccn1)c1cc2n(n1)C(C(F)(F)F)CC(c1ccco1)N2 (stereo not given),-1.5%,-15.9%,i,i,0.2%,i,i,i,-3.2%,5.9%,-6.0%
CC(C)(C)OC(=O)NCCc1nnc(SCC(=O)c2ccc(Cl)cc2)o1,?,-29.0%,i,?,0.2%,?,i,i,-1.7%,-2.5%,-1.5%
N#Cc1c(N)sc(=S)c2c1CCCC2,4.9%,-13.2%,1.37e-08M*,?,1.4%,6.77e-08M*,?,i,-13.9%,240.1%,?
Cc1ccccc1NC(=O)N1CCCC(c2nc(-c3ccc(C(C)C)cc3)no2)C1 (stereo not given),25.4%,-6.3%,i,i,-4.2%,i,i,i,0.0%,0.5%,-1.2%
COc1ccc(C(=O)NCc2cccnc2)cc1OC,-4.8%,15.4%,nt,nt,0.6%,nt,nt,nt,1.3%,-13.5%,-1.4%
Cc1cc(SCC(=O)c2ccccc2)n2nc(C)nc2n1,1.2%,-4.7%,nt,nt,-2.3%,nt,nt,nt,-0.9%,0.9%,2.6%
CCOC(=O)N1CCC(NC(=O)C2CCN(S(=O)(=O)c3cnc[nH]3)CC2)CC1,?,15.5%,i,i,0.0%,i,i,i,1.4%,6.1%,0.6%
COc1cccc(-c2cncnc2Nc2ccccc2)c1,27.5%,?,i,i,-1.5%[2.29 µM],i,i,i,-5.1%,-0.6%,0.3%

Next records:
canonical_smiles,HEK293 cAMP ctrl,ERK AVP inh,A350 autofl,TexasRed autofl,FLuc inh,Fluorescein fluor,4-MU autofl,Rhodamine fluor,Caspase-7 inhib,Tau fil binding,Caspase-1 inhib
O=C(c1cccc(Cl)c1)N1CCCC(C(=O)N2CCCCCC2)C1 (stereo not given),11.8%,-14.4%,2.36e-08M*,i,2.6%,i,2.16e-08M*,i,-0.4%,-2.9%,2.0%
COc1ccc(S(=O)(=O)N2CCC(C(=O)N3CCc4ccccc4C3)CC2)cc1,31.6µM*,4.0%,nt,nt,-1.0%,nt,nt,nt,-2.0%,5.8%,-2.2%
Cc1cc(S(=O)(=O)NCC(=O)O)ccc1F,1.8%,-22.6%,i,i,-0.1%,i,i,i,0.9%,-6.6%,1.1%
O=C1C2ON(c3ccc(Br)cc3)C(c3cccnc3)C2C(=O)N1C1CCCCC1 (stereo not given),14.5%,-10.3%,i,i,1.3%,i,i,i,-0.3%,3.0%,-1.8%
COc1ccc(NC(=O)CSc2nnc(Cc3ccccc3)o2)c(OC)c1,-5.9%,5.1%,i,i,9.6%,i,i,i,-1.3%,5.5%,1.0%
c1ccc(-c2nnc3sc(-c4ccncc4)nn23)cc1,-6.0%,?,i,?,1.4%,i,i,i,-1.0%,-9.4%,-0.2%
O=C(C1CCN(S(=O)(=O)c2cccc3cccnc23)CC1)N1CCN(c2ccccc2)CC1,3.7%,-27.8%,nt,nt,1.3%,nt,nt,nt,-1.3%,-0.1%,-2.6%
COc1ccc(OC)c(C2=Nn3c(nnc3-c3ccco3)SC2)c1,nt,nt,i,i,1.1%[25.5 µM],?,i,i,nt,nt,nt
CCCCOc1ccc(C(C)NC(=O)C2CCCN(S(=O)(=O)CC)C2)cc1 (stereo not given),2.6%,25.5%,i,i,-2.6%,i,i,i,-0.6%,7.0%,-0.3%
Cn1cccc1C(=O)OCc1csc(-c2ccccc2)n1,13.1%,10.0%,i,?,7.94µM*,i,i,i,-0.7%,-17.2%,1.7%
CCOC(=O)C1=C2SCCN2C(=O)C(C#N)C1(C)C (stereo not given),23.8%,6.3%,i,i,3.7%,i,i,i,0.2%,2.3%,1.8%
Cc1ccc(-c2nc(CS(=O)CC(=O)NC3CCCC3)c(C)o2)cc1 (stereo not given),15.1%,-2.6%,nt,nt,-6.9%,nt,nt,nt,-0.4%,-3.6%,1.0%
CCOc1ccc(NC(=O)c2cnc3scc(C)n3c2=O)cc1,2.1%,nt,nt,nt,-3.6%,nt,nt,nt,-1.1%,46.6%,-1.2%
CCOc1c(Br)cc(C(N)=O)cc1OC,4.1%,19.5%,i,i,-0.4%,i,i,i,0.4%,-1.5%,2.9%
Cc1[nH]c2ccc3c(ncn3CCC#N)c2c1C,nt,nt,i,i,-0.9%[25.5 µM],i,i,i,nt,nt,nt
O=S(=O)(Nc1ccc2c(c1)nc1n2CCN(Cc2ccccc2)C1)c1ccc(Cl)cc1,0.5%,-13.8%,1.4e-08M*,i,2.2%,i,1.41e-08M*,i,-24.3%,?,-16.5%
CCn1cc(C(=O)O)c(=O)c2cnc(N3CCN(C(=O)Nc4ccccc4)CC3)nc21,8.0%,3.6%,?,?,0.6%,i,?,i,-1.5%,1.9%,-2.7%
Cc1ccc(C)c2[nH]c(=O)c(CN(CCCN(C)C)C(=O)NCc3ccccc3)cc12,18.8%,3.0%,1.18e-08M*,?,-29.8%,i,?,i,-0.8%,18.3%,0.5%
